# High-throughput results from PubChem BioAssay.
# S100A4 MyoIIA – inhibitors of human S100A4 binding to myosin IIA peptide | S100A4/TAMRA-MyoIIA peptide fluorescence polarization | inhibition, % at 10.7 µM | hit rate 0.14% among 360,000;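 active = mean inhibition of at least 70% across replicates, with every replicate also reaching that level; inconclusive = mean inhibition reaches 70% but some replicates fall short; inactive = mean inhibition below 70%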
# Target sequence (P26447 whole entry, looked up): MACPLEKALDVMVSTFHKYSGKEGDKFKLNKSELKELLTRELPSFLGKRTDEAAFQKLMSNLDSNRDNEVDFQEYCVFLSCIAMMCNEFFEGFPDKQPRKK
#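 Compound dosing: one dose per compound; test system: human S100A4 monomer with TAMRA-labelled myosin IIA peptide; probe or stimulus: TAMRA-labelled myosin IIA heavy-chain peptide probe, 5 nM; medium: HEPES buffer with Ca2+, pH 7.2; schedule: 5 min incubation before reading; benchmarks: neutral control DMSO, positive control TFP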
# PGC1a acetyl inh – lowers PGC1a acetylation signal in U2OS cells. hit rate 0.17% among 350,000. inhibition, % at 15.6 µM. AID 651687. AlphaScreen anti-acetyl-lysine; with virally co-expressed GCN5 acetyltransferase;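 active = every replicate shows inhibition of at least 40%; inconclusive = mean inhibition at least 40% but some replicate below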;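 also: 0% = neutral control wells and 100% = positive control wells; some results beyond the cut were filed as inactive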
# SIRT5 inh – blocks human SIRT5 desuccinylation of peptide | Purified SirT5, succinyl-peptide AMC, trypsin-coupled fluorescence | AID 652115 | hit rate 1.1% among 330,000 | inhibition, % at 15 µM | Q9NXA8; in the data active = inhibition above about 15%; inconclusive = no clear call, values can overlap the other calls
# Target sequence (Q9NXA8 whole entry, looked up): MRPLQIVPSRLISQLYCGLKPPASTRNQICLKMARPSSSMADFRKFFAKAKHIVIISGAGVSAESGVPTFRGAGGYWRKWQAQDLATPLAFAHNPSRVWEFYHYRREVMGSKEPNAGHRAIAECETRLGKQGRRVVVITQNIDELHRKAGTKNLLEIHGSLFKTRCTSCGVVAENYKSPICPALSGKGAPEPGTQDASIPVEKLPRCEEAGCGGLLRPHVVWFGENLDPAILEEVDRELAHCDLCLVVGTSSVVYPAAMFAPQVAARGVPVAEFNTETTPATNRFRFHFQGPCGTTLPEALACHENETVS
# ERAP1 inh – inhibitors of human ERAP1 aminopeptidase; Q9NZ08; recombinant ERAP1, Leu-AMC fluorescence, 60 min; inhibition, % at 10.7 µM; hit rate 0.15% among 340,000;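 active = mean replicate inhibition of at least 30%, or all replicates individually reaching that 30% level; inactive = mean below 30% and not every replicate reaching it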;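 also: 0% = neutral control wells and 100% = L-leucinethiol positive control wells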
# Xi reactivation – activators of X-chromosome reactivation in mouse fibroblasts; XiGFP mouse fibroblasts, % GFP-positive cells imaging, 3 d; cells co-treated with 5-aza-dC sensitizer; scaled so ellipticine positive control = 100%; activation, % at 7.58 µM; hit rate 0.055% among 360,000;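 active = mean normalized replicate activation at least 10% and every replicate at or above 10%; inconclusive = only one of the two criteria met; inactive = mean below 10% and not all replicates reach 10%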;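 also: 0% = median of on-plate neutral control wells and 100% = ellipticine 6 µM median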
#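 Material: XiGFP fibroblasts, SV40-immortalized; Buffer or medium: DMEM containing 5-aza-dC; Compound dosing: single point; Times: 3 days compound exposure.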
# Cneo AK release – Cryptococcus neoformans lysis via adenylate kinase release. C. neoformans lysis, adenylate kinase release luminescence, 4 h; normalised: neutral wells 0, clomiphene wells 100. lysis activity, % at 15 µM. hit rate 0.2% among 360,000;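 active = mean lysis activity across replicates of at least 80%, whatever share of replicates individually reach that level; inactive = mean lysis activity below 80%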
#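 Material – log-phase Cryptococcus neoformans yeast cells · Input – 5 × 10^6 yeast cells/mL · Medium – fresh YPD growth medium · Doses – single compound concentration per well · Timing – static 4 h at 37 °C with compound, 1 h detection · Detection – adenylate kinase release luminescence · Read-out – signal increase indicating cell lysis · Control set – Clomiphene as positive lysis control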
# C2C12 statin – suppression of simvastatin myotoxicity | C2C12 myotubes + simvastatin, ATP luminescence, 48 h; scaled: DMSO 0, geranylgeraniol control 100 | rescue of ATP level, % at 7.49 µM | hit rate 0.78% among 330,000 | AID 602340;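 active = mean ATP rescue above about 67%, or every replicate alone reaching that limit, limit read from the data, passing the limit was not always enough; inconclusive = no clear call, values can overlap the other calls; inactive = mean under the limit and some replicate under it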;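 also: myotubes were challenged with 10 µM simvastatin during compound exposure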
# LGR2 inh – Drosophila LGR2 receptor signaling inhibition; hit rate 0.35% among 380,000; HEK293 LGR2, CRE-luciferase, bursicon-stimulated, 4 h; inhibition, % at 9.99 µM; AID 720647;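 active = drop in luminescence signal, shown as inhibition above about 50% in the replicate tests, limit read from the data, passing the limit was not always enough; inconclusive = probably only some replicates passing the limit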;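 also: agonist challenge used bursicon conditioned medium at about half maximal strength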
# * marks the source's active call; other numbers are inactive results; ? = inconclusive; · = not tested or not shown; & = joins results of further samples.
No.	Molecule	S100A4 MyoIIA	PGC1a acetyl inh	SIRT5 inh	ERAP1 inh	Xi reactivation	Cneo AK release	C2C12 statin	LGR2 inh
1	CCC(=O)N1CCC2(CC1)CN(Cc1cccc(Cl)c1)[C@@H](CO)c1c2c2ccc(OC)cc2n1C	2	-12	3	2	0.2	·	·	-6
2	CNC[C@H]1OCCCC[C@@H](C)Oc2ccc(NC(=O)Nc3ccc(F)cc3)cc2C(=O)N([C@H](C)CO)C[C@@H]1C	·	2	·	·	-0.1	·	-3	-1
3	O=C(C1=C[C@H](C2CC2)C[C@H](OCCCCO)O1)N1CCN(Cc2ccc3c(c2)OCO3)CC1	4&3	-13&1	5&-1	-3&-1	0.0	-4&-1	0	9
4	CO[C@H]1CN(C)C(=O)c2cc(NC(=O)Nc3ccc(Cl)cc3)ccc2OC[C@H](C)N(C)C[C@H]1C	0	-5	-3	2	0.0	-13	-45	20
5	Cc1ccc(S(=O)(=O)N2[C@@H](c3ccc(Br)cc3)C(C(=O)O)=C[C@H]2C(C)(C)C)cc1	-10	15	-4	4	0.2	0	-14	-4
6	CCCc1cc(=O)oc2cc(OCC(=O)NC3CCN(Cc4ccccc4)CC3)ccc12	5	-10	-4	0	0.1	-3	9	-4
7	CN1C(=O)c2cc(NC(=O)NCc3ccccc3)ccc2OC[C@H]2O[C@@H](CC(=O)O)CC[C@@H]21	6	3	-4	0	0.2	3	-3	-14
8	CC(=O)c1cccc(N(C(=O)CNC(=O)c2ccco2)C(C(=O)NC2CCCC2)c2ccncc2)c1 (stereo not drawn)	3	-31	0	-5	0.0	2	28	4
9	COc1ccccc1-c1ccc([C@@H]2[C@@H](CO)N(C(=O)C3CC3)C23CN(C(C)=O)C3)cc1	0	-2	0	-1	-0.1	·	·	2
10	Cc1cc(C)n2nc(SCC(=O)N3CC(C)CC(C)C3)nc2n1 (stereo not drawn)	-12	-9	·	-3	0.1	0	0	-2
11	Cc1ccc(S(=O)(=O)NCC(=O)N2CCN(c3ccc(F)cc3)CC2)cc1	2	8	-1	3	0.1	-2	2	-14
12	COc1ccc(S(=O)(=O)Nc2cccc3c2O[C@H](CN(C)Cc2ccncc2)[C@@H](C)CN([C@@H](C)CO)C3=O)cc1	0	-30	-4	-1	2.1	-4	-9	-5
13	Cc1ccc(S(=O)(=O)NCC[C@H]2CC[C@H](NC(=O)NC(C)C)[C@H](CO)O2)cc1	13	4	1	0	0.2	-2	1	5
14	Cc1cc2c(cc1C)-n1nnnc1C(N(Cc1ccccc1)Cc1ccccc1)C(=O)N2 (stereo not drawn)	-4	·	6	0	-0.1	·	·	3
15	CNC(=O)C[C@@H]1CC[C@@H]2[C@H](COc3ccc(NC(=O)NC(C)C)cc3C(=O)N2C)O1	·	2	·	·	0.2	-4	-10	10
16	O=C(c1ccccn1)N1CCCC(N2CCN(Cc3ccc4c(c3)OCO4)CC2)C1 (stereo not drawn)	23	4	1	4	-0.3	-4	1	-20
17	C[C@@H]1CCCCO[C@H](CN(C)C(=O)C2CCCCC2)[C@H](C)CN([C@@H](C)CO)C(=O)c2cc(NS(C)(=O)=O)ccc2O1	17	18	3	-1	0.1	2	-14	16
18	CCOc1ccc(C(=O)Nc2cccc(C(=O)O)c2)cc1Cl	8	6	-1	-2	0.0	·	·	76*
19	OC(CNCc1ccc(Cl)cc1)COc1ccccc1 (stereo not drawn)	-3	9	0	-4	0.1	-3	13	-1
20	CCCCCOC(=O)c1[nH]c2c(c1C)C(=O)C(C(=O)OC)C(C)C2 (stereo not drawn)	·	-39	·	·	·	-2	-8	-63
21	CC(C)Oc1cc(F)ccc1-c1cc(C(=O)NCCCn2ccnc2)[nH]n1	-2	2	-2	9	1.6	6	2	-24
22	CCOc1ccc(S(=O)(=O)Nc2c(C)n(C)n(-c3ccccc3)c2=O)cc1	2	-3	-4	-1	0.3	-6	3	-4
23	CCOc1ccc(C(=O)NCC(=O)OCC(=O)Nc2nnc(-c3ccccc3)o2)cc1	1	-7	-1	-2	0.0	-2	15	3
24	CC1CCN(c2ccc(C(=O)OCC(=O)NCCN3C(=O)CSC3=O)cc2[N+](=O)[O-])CC1	-12	5	·	-1	0.4	·	·	-1
25	CSc1cccc(-n2ccc(=O)c(C)c2C)c1	-2	2	0	3	-0.1	-2	-2	5
26	CNC[C@@H]1Oc2ncc(-c3ccccc3C)cc2C(=O)N([C@@H](C)CO)C[C@@H]1C	-8	3	-2	0	0.0	11	-4	7
27	O=C(NC(=S)NNC(=O)[C@H]1C[C@@H]1c1ccccc1)c1ccc(F)cc1	-1	0	-5	1	0.0	-2	-5	1
28	CCCCCCN1C[C@H](n2cc(-c3ccc(F)cc3)nn2)[C@@H](O)C[C@@H]1c1ccc(OC)cc1	1	1	2	·	0.0	0	0	-12
29	Cc1nn(C)c(C)c1CCC(=O)O	-17	-4	-3	0	0.2	0	4	21
30	C[C@H]1CN([C@@H](C)CO)C(=O)CCCn2nncc2CO[C@@H]1CN(C)S(=O)(=O)c1cn(C)cn1	-5&1	2&3	0&-3	1&-2	0.1&0.3	0&1	5&-16	2&17

# Grouped by structure, those above with a Cl atom.
No.	Molecule	S100A4 MyoIIA	PGC1a acetyl inh	SIRT5 inh	ERAP1 inh	Xi reactivation	Cneo AK release	C2C12 statin	LGR2 inh
1	CCC(=O)N1CCC2(CC1)CN(Cc1cccc(Cl)c1)[C@@H](CO)c1c2c2ccc(OC)cc2n1C	2	-12	3	2	0.2	·	·	-6
4	CO[C@H]1CN(C)C(=O)c2cc(NC(=O)Nc3ccc(Cl)cc3)ccc2OC[C@H](C)N(C)C[C@H]1C	0	-5	-3	2	0.0	-13	-45	20
18	CCOc1ccc(C(=O)Nc2cccc(C(=O)O)c2)cc1Cl	8	6	-1	-2	0.0	·	·	76*
19	OC(CNCc1ccc(Cl)cc1)COc1ccccc1 (stereo not drawn)	-3	9	0	-4	0.1	-3	13	-1

# New compounds follow.
No.	Molecule	S100A4 MyoIIA	PGC1a acetyl inh	SIRT5 inh	ERAP1 inh	Xi reactivation	Cneo AK release	C2C12 statin	LGR2 inh
31	CN(Cc1ccncc1)C1CC(=O)N(c2ccc(F)cc2)C1=O (stereo not drawn)	1	-9	2	1	0.1	3	·	-27
32	Cc1ccc(S(=O)(=O)N(C)C[C@H]2Oc3c(NS(=O)(=O)c4ccc(F)cc4)cccc3C(=O)N([C@@H](C)CO)C[C@H]2C)cc1	·	-5	·	·	0.0	15	30	25
33	COC(=O)/C(=N/Nc1ccccc1)N1CCCc2ccccc21	1	5	4	1	0.0	6	·	-2
34	COc1ccc(S(=O)(=O)N2CCCCC2)cc1NC(=O)CCCOc1ccccc1	0	-2	-1	1	0.1	0	19	11
35	C(=C\c1ccc(C2[C@H]3CNC[C@@H]2N3Cc2ccc3c(c2)OCO3)cc1)/c1ccccc1 (stereo partly drawn)	-13	0	3	1	0.0	·	·	-13
36	Cc1ccc(S(=O)(=O)OCC(=O)Nc2ccc(C(=O)O)c(O)c2)cc1	-1	2	53*	-3	0.1	·	·	4
37	O=C(Nc1nnc(C2CC2)s1)C1CCCCC1	-3	-7	-4	1	0.1	1	4	-20
38	O=C(C[C@@H]1C=C[C@@H](NC(=O)Nc2cc(F)ccc2F)[C@H](CO)O1)NCCCN1CCOCC1	6	10	11	-3	0.0	103*	-12	0
39	CCc1ccc2c(c1)/C(=N/OC)C(=O)N2	-3	·	1	1	0.0	·	·	-10
40	CCCNC(=O)c1ccc(COc2cccc3ccccc23)o1	-7	-21	0	2	0.0	-2	2	-3
41	COC(=O)[C@H]1[C@H]2C[C@@H]3c4[nH]c5cc(OC)ccc5c4CCN3C[C@H]2C[C@@H](OC(=O)c2cc(OC)c(OC)c(OC)c2)[C@@H]1OC	-4	-35	5	-1	0.5	0	8	4
42	CCOC(=O)C(C)Sc1ncnc2c1c(-c1ccccc1)cn2-c1ccc(OC)cc1 (stereo not drawn)	1	-1	3	-2	0.2	-4	·	·
43	O=C(O)CCC(=O)/C=C/c1ccccc1	1	6	-3	-3	0.0	·	·	6
44	O=C(CN1CCCc2ccccc21)N/N=C/c1ccccc1	-5	·	-1	2	0.4	·	·	·
45	COc1ccccc1N(Cc1ccccc1)S(=O)(=O)c1cccc(C(=O)N2CCCCC2)c1	-3	-7	1	-1	0.0	-4	5	-7
46	CCS(=O)(=O)N1CCC(C(=O)Oc2ccc(Br)cc2)CC1	-4	·	-4	-1	0.3	-1	1	-7
47	CCN(CC)C(=O)COc1ccc(/C(C)=N/NC(=O)c2ccccc2O)cc1	-2	·	2	1	0.0	·	·	10
48	COc1cccc(NC(=O)NC2CCN(Cc3nnnn3Cc3ccc4c(c3)OCO4)CC2)c1	-2	6	2	2	0.9	5	-8	-1
49	CN(CC(=O)Nc1ccc(Cl)c(C(F)(F)F)c1)C(=O)CCCc1nc2ccccc2c(=O)[nH]1	-1	·	-17	-4	0.0	1	-19	-4
50	C[C@H]1CN([C@@H](C)CO)C(=O)Cc2cc(NS(=O)(=O)c3ccc(Cl)cc3)ccc2O[C@@H]1CN(C)C(=O)Nc1ccc(C(F)(F)F)cc1	10	-10	0	0	0.2	49	-21	28
51	O=C(CC1SC(N2CCCC2)=NC1=O)Nc1ccc(C(=O)Nc2ncccc2O)cc1 (stereo not drawn)	-1	-4	-2	4	0.1	-2	-9	16
52	CN(C)c1ccc(-c2nc3ccccn3c2/N=C/c2ccc(Br)cc2)cc1	0	·	-2	6	0.0	·	·	?

# Another view of 6 compounds above:
# The line under a structure holds: S100A4 MyoIIA | PGC1a acetyl inh | SIRT5 inh | ERAP1 inh | Xi reactivation | Cneo AK release | C2C12 statin | LGR2 inh
36	Cc1ccc(S(=O)(=O)OCC(=O)Nc2ccc(C(=O)O)c(O)c2)cc1
  -1 | 2 | 53* | -3 | 0.1 | · | · | 4
33	COC(=O)/C(=N/Nc1ccccc1)N1CCCc2ccccc21
  1 | 5 | 4 | 1 | 0.0 | 6 | · | -2
51	O=C(CC1SC(N2CCCC2)=NC1=O)Nc1ccc(C(=O)Nc2ncccc2O)cc1 (stereo not drawn)
  -1 | -4 | -2 | 4 | 0.1 | -2 | -9 | 16
47	CCN(CC)C(=O)COc1ccc(/C(C)=N/NC(=O)c2ccccc2O)cc1
  -2 | · | 2 | 1 | 0.0 | · | · | 10
43	O=C(O)CCC(=O)/C=C/c1ccccc1
  1 | 6 | -3 | -3 | 0.0 | · | · | 6
42	CCOC(=O)C(C)Sc1ncnc2c1c(-c1ccccc1)cn2-c1ccc(OC)cc1 (stereo not drawn)
  1 | -1 | 3 | -2 | 0.2 | -4 | · | ·

# Not all compounds are listed; count on the stated rates, not on these rows.
